Screening results as filed in PubChem BioAssay.
LYP phosphatase: inhibitors of LYP phosphatase, biochemical, fluorescence intensity, uHTS (AID 1779) | recombinant LYP phosphatase, fluorescence intensity; higher % means a stronger effect | one-dose inhibition, % at 11.5 µM; IC50 in µM for titrated hits | 290,000 tested, 0.054% active;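 further: plate controls were vehicle with enzyme for no effect and no enzyme for full effect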
human PMI inhibition: inhibitors of human PMI, primary screen, biochemical, fluorescence intensity, coupled assay (AID 1209); 190,000 tested, 0.42% active; purified PMI enzyme, coupled fluorescence intensity; higher % means a stronger effect; inhibition, % at 20 µM; hits with a dose series show IC50 in µM;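 further: plate controls were DMSO vehicle for no effect and wells lacking substrate for full effect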
P. falciparum M1AAP: malaria alanyl aminopeptidase activity blockers – biochemical, fluorogenic H-Leu-NHMec substrate, 1536-well (AID 1445); 220,000 tested, 0.42% active; recombinant M1AAP, H-Leu-NHMec fluorogenic kinetic assay; higher % means a stronger effect; inhibition, % at 30 µM, or IC50 in µM where a hit was titrated;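 active means primary inhibition above the hit cutoff, then over 50% inhibition at one or more dose response concentrations, cut at about 23% in these data, passing the limit was not always enough; inconclusive means conflicting primary data, or primary hits not chosen for dose response; inactive means low primary inhibition, or under 50% at every dose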;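 further: plate controls were DMSO full reaction for no effect and no enzyme background for full effect; strong numbers were not always called active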
XIAP antagonists: small molecules displacing peptide from XIAP – biochemical, IAP family, fluorescence polarization (AID 1018); XIAP BIR domain, fluorescence polarization peptide displacement; higher % means a stronger effect; displacement, % at 20 µM, or IC50 in µM where a hit was titrated; 200,000 tested, 0.007% active; in the data active means displacement above about 50%; further: a part of the inactive calls stands beside numbers as strong as those of hits
human PMI inhibitors: MPI inhibition at elevated mannose 6-phosphate – biochemical, fluorescence intensity, high mannose 6-phosphate, primary screen (AID 1220). recombinant PMI enzyme, coupled fluorescence intensity; higher % means a stronger effect. inhibition, % at 20 µM, or IC50 in µM where a hit was titrated. 190,000 tested, 0.66% active
P. falciparum M17LAP: P. falciparum M17LAP inhibitors, primary screen, biochemical, fluorogenic H-Leu-NHMec substrate, 1536-well (AID 1619); recombinant M17LAP, H-Leu-NHMec fluorogenic kinetic assay; higher % means a stronger effect; one-dose inhibition, % at 30 µM; IC50 in µM for titrated hits; 220,000 tested, 0.38% active;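 active means compound inhibiting the enzyme by more than half at any dose during confirmatory dose-response retesting; inconclusive means strong single-dose inhibitors picked by rank but not retested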;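 further: plate controls were full reaction with DMSO carrier for no effect and no enzyme background for full effect; strong numbers were not always called active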
Yfh1-off respiration: mitochondrial function rescue without frataxin homolog – Friedreich's ataxia, plus single-dose screen, dose response (AID 1465); S. cerevisiae Yfh1-off respiration, WST-1 reduction, 72 h; higher fold induction means a stronger effect; one-dose fold induction at 50 µM; EC50 in µM for titrated hits; 220,000 tested, 0.074% active;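 active means fold induction of absorbance versus untreated yeast above a set limit, then at least 30% activation at any dose in follow-up; inconclusive means repeats straddling the limit, or above it without dose testing; inactive means fold induction below the set limit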;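 further: activators that raise dye reduction in frataxin-depleted yeast; strong numbers were not always called active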
WT yeast gro inh: growth inhibition of WT yeast, mitochondrial fusion screen; AID 1362; 190,000 tested, 2.1% active; inhibition, % at 10 µM; mitochondrial fusion phenotypic screen, WT strain; in the data active means inhibition above about 58%; tested in S. cerevisiae
TNAP activators: human TNAP enzyme activators, primary screen, biochemical, luminescent, no phosphate acceptor, uHTS (AID 1001) | purified TNAP, luminescent activation assay, no phosphate acceptor; higher activation fold means a stronger effect | 200,000 tested, 0.03% active | one-dose activation fold at 20 µM; EC50 in µM for titrated hits; in the data active means activation fold from about 3, or a potency from the dose series; inactive means the rest, 99 in 100 with activation fold below about 1.6; further: many of its hits are not listed in these tables
WT yeast gro inh mutant strain: further read-out of WT yeast gro inh, marked with its call; inhibition, %; mitochondrial fusion phenotypic screen, mutant strain inhibition
Starred values were filed as active, the others as inactive; i = inactive; ? = inconclusive; . = no result given. Unless noted, no stated cut-off is given here; in the data, active means inhibition above about 50%; inactive means the rest.

SMILES	LYP phosphatase	human PMI inhibition	P. falciparum M1AAP	XIAP antagonists	human PMI inhibitors	P. falciparum M17LAP	Yfh1-off respiration	WT yeast gro inh	WT yeast gro inh mutant strain	TNAP activators
CCc1ccc(N/C(SCc2cccc(F)c2)=C(/C#N)C(=O)NCc2ccco2)cc1	5%	10%	2%	-0.6%	5%	9%	i	21	-72	1
O=C(O)c1cccc(S(=O)(=O)N2CCOCC2)c1	-5%	0%	-3%	-1.6%	-5%	-4%	i	4	13	1.1
Cc1cccc(OCC(=O)N(Cc2ccc(N(C)C)cc2)C2CCS(=O)(=O)C2)c1 (stereo not given)	-5%	.	-3%	.	.	-6%	i	.	.	.
COCCCNC(=O)c1c(N)n(-c2ccc3c(c2)OCO3)c2nc3ccccc3nc12	-1%	-2%	13%	-2.7%	18%	5%	i	-5	13	1.1
O=C(O)c1ccccc1-c1ccc(/C=c2\sc3nc4cc(Br)cnc4n3c2=O)o1	-12%	-10%	18%	-20%	-9%	-38%	.	16	26	0.9
CCO[C@H]1OC(C(=O)N2CCOCC2)=C[C@@H](c2coc3ccccc3c2=O)[C@@H]1CCCO	-8%	1%	-2%	-2.5%	0%	3%	i	6	-4	1
CC(C(=O)Nc1cccc([N+](=O)[O-])c1)n1nnc2ccccc21 (stereo not given)	-4%	3%	5%	-4.3%	0%	1%	i	-27	-1	1.1
O=[N+]([O-])c1ccc2c(c1)OCCOCCOCCOCCOCCOCCO2	6%	12%	1%	-4.9%	5%	24%	i	-5	-9	1.3
COc1ccc(Nc2ncnc3c2cnn3Cc2ccc(C)cc2)cc1	-2%	18%	1%	-3.5%	12%	1%	i	8	6	1
O=C(O)C1Nc2c(O)cc(Cl)c([N+](=O)[O-])c2C2C=CCC12 (stereo not given)	18%	-69%	?	8.1%	-119%	52%	?	13	13	0.3
Nc1nc(NC(=O)c2ccc(Cl)cc2)nn1-c1ccccc1	-2%	4%	1%	-10%	-4%	5%	i	-5	20	1.1
COc1ccc(CCN=C(N)NS(=O)(=O)c2ccccc2)cc1	-2%	0%	5%	-9.0%	5%	-9%	i	-11	-16	1
Cc1nc(N/N=C/c2ccccn2)sc1C	-2%	-14%	5%	-4.8%	-14%	9%	i	47	50	0.9
Cc1nc(SCC(=O)NC(C)(C)C)c2c(-c3cccs3)csc2n1	-6%	19%	4%	-0.1%	4%	3%	i	35	6	1
COc1cc(/C=C2\COC/C(=C\c3ccc(O)c(OC)c3)C2=O)ccc1O	-3%	.	10%	.	.	-1%	i	.	.	.
Cn1c(SCC(=O)N(C2CCCCC2)C2CCCCC2)nnc1-c1cccs1	2%	17%	-3%	-1.8%	12%	-4%	i	13	-18	1.1
S=c1[nH]nc(-c2cccc(Cl)c2)n1Cc1ccccc1	-1%	9%	5%	-10%	7%	19%	i	0	1	0.9
Cc1cc(NC(=O)c2ccco2)ccc1NC(=O)Cc1cccs1	-4%	-5%	3%	-23%	-2%	12%	i	-3	5	1
O=C(CSc1nnc(-c2ccc(Cl)cc2Cl)n1C1CCCCC1)N1CCCC1	1%	-1%	13%	-5.7%	-4%	33%	i	11	4	1.2
C/C(=N/NC(=O)c1ccc(NC(=O)c2ccc(F)cc2)cc1)c1ccccc1	-12%	-12%	6%	-2.4%	-3%	-2%	i	14	-8	1.1
COc1ccccc1NC(=O)c1ccc(NC(=O)CSc2nnnn2C)cc1	-2%	6%	-3%	-4.0%	-3%	8%	i	6	-3	1
COc1ccc(NCc2nnc(SCC(=O)Nc3cc(C(F)(F)F)ccc3Cl)o2)cc1	-9%	27%	3%	-3.7%	15%	-2%	i	5	0	1
CCCC(O)(CCC)C(=O)NN(C(=O)CCl)c1ccccc1	-4%	-6%	7%	-6.6%	-7%	-2%	i	-8	11	1.3
CN(C)c1ccc(C2SCCN2C(=O)c2ccc([N+](=O)[O-])cc2)cc1 (stereo not given)	-10%	-10%	2%	-5.7%	-11%	-11%	i	44	34	1
CCCCc1ccc(S(=O)(=O)NC2CCS(=O)(=O)C2)cc1 (stereo not given)	-5%	.	12%	.	.	2%	i	.	.	.
Cc1ccsc1/C=C/C1=Cc2c(sc(NC(=O)CSc3n[nH]c(N)n3)c2C#N)C(C)(C)C1	-3%	-35%	14%	-7.0%	-84%	32%	i	-11	-9	1
CC(=O)C12C3C4C(C5C1C3C5(Br)C41OCCO1)C21OCCO1 (stereo not given)	-6%	9%	-1%	-7.7%	12%	10%	i	11	8	1.1
CC(=O)Nc1ccc(S(=O)(=O)NC2(C(F)(F)F)C(=O)NC(C)=C2C#N)cc1 (stereo not given)	-7%	-14%	5%	-1.7%	-21%	30%	i	-18	10	1.1
COC(=O)CNC(=O)CNC(=O)c1nn(-c2ccc(OC)c(Cl)c2)c(=O)c2ccccc12	-2%	7%	-2%	-5.2%	7%	9%	.	76*	5.5*	1.1
CCCN1CCN(CCCNC(=O)Cn2nc(-c3ccc(C)cc3)ccc2=O)CC1	-5%	-3%	6%	-7.0%	-8%	-5%	i	-9	-15	1
CCn1c2ccccc2c2cc(NC(=O)c3ccc(=O)oc3)ccc21	20%	.	3%	.	.	0%	i	.	.	.
Cc1cccnc1Nc1nc(-c2ccc(O)cc2)cs1	-1%	-10%	0%	-23%	-29%	14%	i	54	53	1
O=C(Cc1coc(-c2ccc(F)cc2)n1)NCc1ccccc1	-6%	7%	-5%	-0.2%	6%	7%	i	-4	13	1.1
O=C(Nc1cccn(Cc2ccccc2)c1=O)NC1CCCCC1	-5%	-3%	4%	-3.6%	21%	-7%	i	3	-28	1
C=CCNC(=O)CN(c1cc(Cl)ccc1OC)S(=O)(=O)c1ccc(C)c([N+](=O)[O-])c1	-2%	11%	3%	-2.4%	8%	8%	i	-10	-16	1.1
COc1ccc(NS(=O)(=O)c2ccc(N3CCOCC3)c(NC(=O)C(C)C)c2)cc1	-7%	-20%	-2%	-8.1%	-4%	-4%	i	9	2	1
Cc1ccc2cc(CCl)c(Cl)nc2c1	-4%	.	7%	.	.	-2%	i	.	.	.
Nc1ccn(Cc2ccccc2)n1	0%	1%	2%	-2.7%	-1%	-2%	i	6	10	1.1
CCN(CC)S(=O)(=O)c1ccc(O)c(C(=O)OCC(=O)Nc2cc(C)c(C)cc2[N+](=O)[O-])c1	9%	2%	0%	-12%	1%	4%	i	16	11	1
S=C(c1cn(Cc2ccc(Br)cc2)c2ccccc12)N1CCOCC1	-3%	13%	14%	-3.6%	0%	-15%	i	48	14	1.1
Cc1ccc(-n2c3nc(=O)[nH]c(=O)c-3cc3cc([N+](=O)[O-])ccc32)cc1C	4%	8%	5%	-6.0%	-4%	4%	i	9	-5	1.1
COc1cc(/C=C/C(=O)O)ccc1OCc1ccc([N+](=O)[O-])cc1	-4%	0%	2%	-3.7%	1%	6%	i	30	-24	1.1
COc1ccccc1NC(=O)c1ccccc1NC(=O)c1cc(Cl)ccc1NC(=O)c1ccco1	-9%	12%	1%	-14%	6%	-2%	i	12	9	1.1
O=C(CCn1c(=S)oc2ccccc21)NC1CCCCCCC1	-7%	.	-3%	.	.	-2%	i	.	.	.
CN(C)c1ccc(C(=O)Nc2nc3c(s2)CCCC3)cc1	5%	13%	12%	2.1%	12%	2%	i	22	24	1
COc1ccc(-c2nc(-c3ccccc3)no2)c(OC)c1	5%	7%	-1%	-3.1%	8%	-7%	i	24	21	1.1
CN(C)S(=O)(=O)c1ccc(NC(=O)Cn2ccsc2=N)cc1	-6%	-16%	0%	-8.0%	-11%	1%	i	7	6	1.1
CS(=O)(=O)Nc1nnc(SCC(=O)N(c2ccccc2)c2ccccc2)s1	-7%	-14%	4%	-5.7%	-15%	-1%	i	-8	8	1.1
COc1cccc(NC(=O)CCCn2c(=S)[nH]c3ccccc3c2=O)c1	6%	-4%	1%	-8.0%	-6%	11%	i	5	-9	0.7
CCN(c1cccc(C)c1)S(=O)(=O)c1ccc2c3c(cccc13)C(=O)N2	-1%	6%	6%	-3.4%	15%	11%	i	-8	-18	1
Cc1ccc(-c2nc3ccccc3o2)cc1NC(=S)NC(=O)c1cc2ccccc2o1	-4%	9%	8%	-5.4%	4%	18%	i	-7	-12	1

Part of the list above, with bars between the fields.
structure | LYP phosphatase | human PMI inhibition | P. falciparum M1AAP | XIAP antagonists | human PMI inhibitors | P. falciparum M17LAP | Yfh1-off respiration | WT yeast gro inh | WT yeast gro inh mutant strain | TNAP activators
CCn1c2ccccc2c2cc(NC(=O)c3ccc(=O)oc3)ccc21 | 20% | . | 3% | . | . | 0% | i | . | . | .
Cc1cccnc1Nc1nc(-c2ccc(O)cc2)cs1 | -1% | -10% | 0% | -23% | -29% | 14% | i | 54 | 53 | 1
O=C(Cc1coc(-c2ccc(F)cc2)n1)NCc1ccccc1 | -6% | 7% | -5% | -0.2% | 6% | 7% | i | -4 | 13 | 1.1
O=C(Nc1cccn(Cc2ccccc2)c1=O)NC1CCCCC1 | -5% | -3% | 4% | -3.6% | 21% | -7% | i | 3 | -28 | 1
C=CCNC(=O)CN(c1cc(Cl)ccc1OC)S(=O)(=O)c1ccc(C)c([N+](=O)[O-])c1 | -2% | 11% | 3% | -2.4% | 8% | 8% | i | -10 | -16 | 1.1
COc1ccc(NS(=O)(=O)c2ccc(N3CCOCC3)c(NC(=O)C(C)C)c2)cc1 | -7% | -20% | -2% | -8.1% | -4% | -4% | i | 9 | 2 | 1
Cc1ccc2cc(CCl)c(Cl)nc2c1 | -4% | . | 7% | . | . | -2% | i | . | . | .
Nc1ccn(Cc2ccccc2)n1 | 0% | 1% | 2% | -2.7% | -1% | -2% | i | 6 | 10 | 1.1
CCN(CC)S(=O)(=O)c1ccc(O)c(C(=O)OCC(=O)Nc2cc(C)c(C)cc2[N+](=O)[O-])c1 | 9% | 2% | 0% | -12% | 1% | 4% | i | 16 | 11 | 1
S=C(c1cn(Cc2ccc(Br)cc2)c2ccccc12)N1CCOCC1 | -3% | 13% | 14% | -3.6% | 0% | -15% | i | 48 | 14 | 1.1
Cc1ccc(-n2c3nc(=O)[nH]c(=O)c-3cc3cc([N+](=O)[O-])ccc32)cc1C | 4% | 8% | 5% | -6.0% | -4% | 4% | i | 9 | -5 | 1.1
COc1cc(/C=C/C(=O)O)ccc1OCc1ccc([N+](=O)[O-])cc1 | -4% | 0% | 2% | -3.7% | 1% | 6% | i | 30 | -24 | 1.1
COc1ccccc1NC(=O)c1ccccc1NC(=O)c1cc(Cl)ccc1NC(=O)c1ccco1 | -9% | 12% | 1% | -14% | 6% | -2% | i | 12 | 9 | 1.1
O=C(CCn1c(=S)oc2ccccc21)NC1CCCCCCC1 | -7% | . | -3% | . | . | -2% | i | . | . | .
